Bioassay records (PubChem)
ERAP1 inh: inhibitors of human ERAP1 aminopeptidase; AID 652197; Q9NZ08; hit rate 0.15% among 340,000; recombinant ERAP1, Leu-AMC fluorescence, 60 min; inhibition, % at 10.7 µM;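 active = mean replicate inhibition of at least 30%, or all replicates individually reaching that 30% level; inactive = mean below 30% and not every replicate reaching it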;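 also: 0% = neutral control wells and 100% = L-leucinethiol positive control wells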
XiGFP reactiv: X-chromosome reactivation activator | AID 743238 | XiGFP mouse fibroblasts, % GFP-positive cells imaging, 3 d; cells co-treated with 5-aza-dC sensitizer; scaled so ellipticine positive control = 100% | activation, % at 7.58 µM | hit rate 0.055% among 360,000;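 active = mean normalized replicate activation at least 10% and every replicate at or above 10%; inconclusive = only one of the two criteria met; inactive = mean below 10% and not all replicates reach 10%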;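 also: 0% = median of on-plate neutral control wells and 100% = ellipticine 6 µM median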
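Assay system – SV40-immortalized XiGFP fibroblast cells, line 68-5-11 · Buffer or medium – DMEM supplemented with 5-aza-dC as sensitizing agent · Dosing – one concentration, pinned · Benchmarks – positive control ellipticine, 6 µM final · Times – 3 days compound exposure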
ARNT TACC3 PPI: disrupts binding between human ARNT and TACC3; AlphaScreen His-ARNT PAS-B/GST-TACC3 binding, luminescence; TACC3 fragment carries E629A point mutation; inhibition, % at 9.99 µM; hit rate 0.66% among 390,000;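 active = mean inhibition of replicates at least 50% and at least half of replicates each reaching 50%; inconclusive = half or more replicates reach 50% but mean below 50%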;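 also: 0% = complete ARNT plus TACC3 wells and 100% = ARNT alone without TACC3; many hits fall short of the cut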
RAD52 inh: RAD52 (human) annealing inhibition; P43351; recombinant RAD52 DNA annealing, FRET fluorescence; inhibition, % at 18.7 µM; hit rate 0.46% among 360,000; AID 651710;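 active = every replicate showing at least 50% inhibition; inconclusive = mean inhibition at least 50% but not in every replicate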
Target sequence (P43351 whole entry, looked up): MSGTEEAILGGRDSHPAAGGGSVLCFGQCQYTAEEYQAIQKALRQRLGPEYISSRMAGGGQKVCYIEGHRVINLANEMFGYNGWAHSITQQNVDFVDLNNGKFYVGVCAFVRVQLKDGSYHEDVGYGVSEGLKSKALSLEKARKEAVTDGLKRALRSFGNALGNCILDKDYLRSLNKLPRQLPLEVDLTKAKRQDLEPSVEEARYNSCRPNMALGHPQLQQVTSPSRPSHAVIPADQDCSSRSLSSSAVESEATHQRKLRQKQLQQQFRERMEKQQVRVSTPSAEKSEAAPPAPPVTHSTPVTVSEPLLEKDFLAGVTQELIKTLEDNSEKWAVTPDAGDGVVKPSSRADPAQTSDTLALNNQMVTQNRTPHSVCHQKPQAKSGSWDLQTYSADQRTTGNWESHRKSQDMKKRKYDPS
esBAF inh: inhibitors of esBAF chromatin remodeling in mouse ES cells. reporter increase, % at 12.5 µM. hit rate 2% among 350,000. Bmi1-luciferase knock-in reporter, 24 h; 100% = twice the neutral-well signal; in the data active = activation above about 40%; inconclusive = no clear call, values can overlap the other calls;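 also: 0% = median of the plate's neutral control wells and 100% = double that signal; a rise in the Bmi1 reporter signal indicates esBAF inhibition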
GSIS activator: GLuc luminescence reporter in INS-1E cells, primary screen for activators of glucose-dependent secretion of insulin; INS-1E GLuc reporter insulin secretion, 2-3 h; activation, % at 16.6 µM; hit rate 0.61% among 370,000; AID 743287;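 active = lowest replicate activation of at least 40%, so every replicate reaches that level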;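 also: 0% = median of neutral control wells and 100% = median of IBMX positive control wells; some compounds called inactive have numbers as strong as hits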
F508del corr: CFTR F508del correction in bronchial cells | CFBE cells, YFP halide quenching; stimulated with forskolin plus potentiator P3; % fluorescence drop versus neutral controls | hit rate 0.36% among 350,000 | activity (quench increase), % at 7.58 µM;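 active = mean added fluorescence quench of at least 8% versus neutral control, with both replicates also reaching 8%; inconclusive = only one of the mean or replicate conditions met; inactive = mean below 8% and not both replicates reaching 8%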;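 also: cells transiently co-express mutant CFTR-F508del with the halide-sensitive YFP; corrector assay measuring rescue of mutant channel to the surface after 24 h compound exposure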
RAD54 branch: inhibitors of human RAD54 branch migration; RAD54 Holliday junction branch migration, FAM/BHQ fluorescence; inhibition, % at 10.4 µM; hit rate 0.14% among 360,000; AID 602329;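 active = mean normalized replicate activity at least 40 and at least half of replicates scoring 40 or more; inconclusive = only one of the two criteria met; inactive = mean below 40 and under half of replicates reaching 40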;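 also: 0% = median of neutral control wells and 100% = median of positive control wells; inhibitors cause a drop in the FAM fluorescence signal; in these data hits start at about 50%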
Active calls of the source: *; ? = inconclusive; . = no result given.

SMILES	ERAP1 inh	XiGFP reactiv	ARNT TACC3 PPI	RAD52 inh	esBAF inh	GSIS activator	F508del corr	RAD54 branch
COc1cccc(C(=O)Nc2ccc3c(c2)C(=O)N(C)C[C@@H](OC)[C@@H](C)CN(C(C)=O)[C@H](C)CO3)c1	7	0.0	-1	14	-3	-14	3.2	-10
COCCNC(=O)C(Cc1c[nH]c2ccccc12)NC(=O)OCc1ccccc1 (configuration not stated)	-5	0.0	-1	-17	10	-4	0.7	5
O=C(N/N=C\c1cc([N+](=O)[O-])ccc1N1CCOCC1)c1ccccn1	0	0.2	-2	-5	11	-2	0.8	-7
Oc1ccc(-c2csc(Nc3ncccn3)n2)cc1	1	-0.2	3	2	28	31	0.4	.
COCC#Cc1cnc2c(c1)C(=O)N([C@H](C)CO)C[C@@H](C)[C@H](CN(C)C(=O)c1cccc(F)c1)O2	0	-0.6	-4	-4	2	19	1.7	-3
CCCNC(=O)[C@@H]1[C@@H](CO)[C@@H]2Cn3c(ccc(-c4ccccc4OC)c3=O)[C@@H]2N1C(=O)CC	0	0.1	-10	-6	0	-1	-2.4	-10
COc1ccc(O)c(/C=N/NC(=O)c2ccc(CSc3nc(C)cc(C)n3)cc2)c1	1	-0.1	9	-15	.	.	.	.
CCOc1ccc(NC(=O)CC2C(=O)N(c3ccc(OC)cc3)C(=O)N2Cc2ccc(OC)cc2)cc1 (configuration not stated)	-1	0.2	-6	2	6	-17	-1.8	-1
Cn1cnc(S(=O)(=O)N[C@H]2CC[C@H](CC(=O)NCC3CCCCC3)O[C@@H]2CO)c1	-3	0.3	-1	-9	-2	7	2.4	-4
O=C(COc1coc(CN2CCc3ccccc3C2)cc1=O)Nc1cccc([N+](=O)[O-])c1	-4	0.0	-4	-8	.	-4	3.9	12
CCC(C)(C#CCN1CCCCC1)OCCC#N (configuration not stated)	.	0.4	-1	.	-4	1	.	-9
COC(=O)c1cn(C(=O)c2ccco2)c2ccccc12	.	.	2	.	2	-6	.	5
Cc1ccc(S(=O)(=O)Nc2ccc3c(c2)C(=O)N([C@H](C)CO)C[C@@H](C)[C@@H](CN(C)S(=O)(=O)c2c(C)noc2C)O3)cc1	1	-0.2	0	4	-1	0	0.5	0
O=c1cc(N2CCCC2)c2ccccc2o1	-2	0.2	0	-9	.	11	0.5	.
CN(C)C(=O)C[C@H]1C[C@H]2c3cc(NC(=O)Nc4ccc(F)cc4)ccc3O[C@H]2[C@H](CO)O1	1	0.0	-2	-10	2	7	1.2	-17
O=C(O)c1ccc[n+](Cc2ccc([N+](=O)[O-])cc2)c1	-5	-0.1	.	-18	-5	-4	-0.9	-4
CC(C)C[C@H]1COc2cc(NCCCN3CCOCC3)ccc2S(=O)(=O)N1	5	0.4	.	-2	.	7	2.2	.
COc1ccc(NC(=O)C2CCCNC2=O)cc1 (configuration not stated)	-3	0.2	-5	-19	0	8	0.1	-6
Cc1cccc(C)c1NC(=O)c1ccccc1C(=O)O	-1	0.1	-10	-17	.	11	-1.5	-12
C[C@@H]1CN([C@@H](C)CO)S(=O)(=O)c2ccc(C#Cc3ccccn3)cc2O[C@@H]1CN(C)C	0	-1.1	1	-23	2	20	4.2	-5
CCc1cc(C(N)=O)c(NC(=O)c2ccc(OC)cc2)s1	.	0.0	0	.	.	-3	0.8	.
N=c1c(C(=O)NCc2ccc3c(c2)OCO3)cc2c(=O)n3ccccc3nc2n1CC1CCCO1 (configuration not stated)	-5	0.1	-1	33	-8	58	0.2	17
CN(C)S(=O)(=O)c1ccc(C(=O)OCC(=O)NC(=O)NC2CCCC2)cc1	2	-0.3	-3	-14	-4	.	3.0	5
COCC(=O)N1C[C@@H](C)[C@@H](OC)CN(C)C(=O)c2cc(NC(=O)c3ccccc3)ccc2OC[C@@H]1C	-3	0.7	-26	9	-7	13	-1.5	0
Cc1ccc(Cl)c(NC(=O)CSc2cccc[n+]2[O-])c1Cl	-2	0.2	-7	-14	-3	0	-3.0	-1

7 structures out of the list, sorted by length of the SMILES, falling:
SMILES	ERAP1 inh	XiGFP reactiv	ARNT TACC3 PPI	RAD52 inh	esBAF inh	GSIS activator	F508del corr	RAD54 branch
COCC(=O)N1C[C@@H](C)[C@@H](OC)CN(C)C(=O)c2cc(NC(=O)c3ccccc3)ccc2OC[C@@H]1C	-3	0.7	-26	9	-7	13	-1.5	0
C[C@@H]1CN([C@@H](C)CO)S(=O)(=O)c2ccc(C#Cc3ccccn3)cc2O[C@@H]1CN(C)C	0	-1.1	1	-23	2	20	4.2	-5
N=c1c(C(=O)NCc2ccc3c(c2)OCO3)cc2c(=O)n3ccccc3nc2n1CC1CCCO1 (configuration not stated)	-5	0.1	-1	33	-8	58	0.2	17
CN(C)S(=O)(=O)c1ccc(C(=O)OCC(=O)NC(=O)NC2CCCC2)cc1	2	-0.3	-3	-14	-4	.	3.0	5
O=C(N/N=C\c1cc([N+](=O)[O-])ccc1N1CCOCC1)c1ccccn1	0	0.2	-2	-5	11	-2	0.8	-7
COCCNC(=O)C(Cc1c[nH]c2ccccc12)NC(=O)OCc1ccccc1 (configuration not stated)	-5	0.0	-1	-17	10	-4	0.7	5
COC(=O)c1cn(C(=O)c2ccco2)c2ccccc12	.	.	2	.	2	-6	.	5

Another view of two compounds above.
compound | ERAP1 inh | XiGFP reactiv | ARNT TACC3 PPI | RAD52 inh | esBAF inh | GSIS activator | F508del corr | RAD54 branch
Cc1cccc(C)c1NC(=O)c1ccccc1C(=O)O | -1 | 0.1 | -10 | -17 | . | 11 | -1.5 | -12
C[C@@H]1CN([C@@H](C)CO)S(=O)(=O)c2ccc(C#Cc3ccccn3)cc2O[C@@H]1CN(C)C | 0 | -1.1 | 1 | -23 | 2 | 20 | 4.2 | -5

More compounds follow:
SMILES	ERAP1 inh	XiGFP reactiv	ARNT TACC3 PPI	RAD52 inh	esBAF inh	GSIS activator	F508del corr	RAD54 branch
CN(C)S(=O)(=O)c1ccc(C(=O)OCC2CCCO2)cc1 (configuration not stated)	2	0.0	-1	-11	-2	8	-3.9	-10
O=c1c(O)c(-c2ccc(O)cc2)oc2cc(O)cc(O)c12	-4	.	-10	4	35	11	2.4	1
C[C@@H]1CCCCO[C@@H](CN(C)S(=O)(=O)c2cn(C)cn2)[C@@H](C)CN([C@@H](C)CO)C(=O)c2cc(NS(=O)(=O)c3cn(C)cn3)ccc2O1	3	0.0	-7	15	3	21	-1.5	-12
O=C1NC(c2cccc(OCc3ccccc3)c2)Nc2ccccc21 (configuration not stated)	-1	0.3	-5	-19	.	3	0.6	.
CCOC(=O)c1[nH]ncc1CN1CCN(Cc2ccccc2)C(CCO)C1 (configuration not stated)	.	.	10	-12	-11	-13	1.9	.
O=C1C=C(c2cccc3c2sc2ccccc23)C[C@@H](c2ccc(F)cc2)C1	2	0.0	-3	-3	6	8	2.0	-5
O=C(C1CCN(Cc2cn[nH]c2-c2ccc(F)cc2F)CC1)N1CCOCC1	2	0.1	6	-1	.	5	-5.6	.
CCOc1ccc(-n2c(N)c(C(=O)N3CCN(C)CC3)sc2=S)cc1	5	0.5	9	-8	-1	3	-2.9	.
Cc1noc(C)c1S(=O)(=O)Nc1ccc2c(c1)C(=O)N([C@@H](C)CO)C[C@@H](C)[C@@H](CN(C)S(=O)(=O)c1ccccc1)O2	1	0.0	2	9	1	-10	0.6	-3
C[C@@H]1CCCCO[C@H](CN(C)S(=O)(=O)c2cccs2)[C@@H](C)CN([C@@H](C)CO)C(=O)c2cc(NS(=O)(=O)c3ccc(Cl)cc3)ccc2O1	0	0.1	18	-39	-1	-5	1.6	4
CC(=O)Nc1ccc(NC(=O)CCc2c(C)noc2C)cc1	2	0.1	-1	-7	1	-8	-2.3	6
CC=Cc1ccc2n(c1=O)C[C@@H]1[C@@H](CO)[C@H](C(=O)N3CCc4ccccc4C3)[C@H]2N1CCC (mixture of isomers)	-3	-0.1	27	-8	1	-6	-0.6	1
CCCCN(C(=O)c1cccc(S(=O)(=O)N2CCCC2)c1)c1c(N)n(CCC)c(=O)[nH]c1=O	5	-0.1	.	-15	-2	.	3.0	1
CCC(C)(C(=O)NC1CCCCC1)N(CC1CCCO1)C(=O)Cc1cccs1 (configuration not stated)	-2	0.0	-2	-10	-8	-1	-4.6	-15
COc1cc(-c2noc(C)n2)cc(OC)c1OC	.	0.0	-3	-9	-4	.	3.6	9
O=C1c2cccc(NCCCNCCO)c2C(=O)c2cccc(NCCCNCCO)c21	8	0.0	49*	91*	.	9	13*	.
CCOc1ccc(NC(=S)NC(=O)c2ccco2)cc1	-1	-0.1	-4	-16	?	-6	-2.2	14
COc1ccc(-n2c(-c3ccco3)nc3c(cnn3-c3ccc(C)cc3)c2=O)cc1	2	2.6	2	11	-8	3	0.5	-1
CNC[C@@H]1Oc2ccc(NC(=O)c3ccncc3)cc2CC(=O)N([C@@H](C)CO)C[C@H]1C	12	-0.1	0	-2	-5	9	-0.7	8
COc1ccccc1-c1nc(SCC(=O)N2CCC(C(N)=O)CC2)n[nH]1	-2	0.2	.	-10	-4	12	1.0	-1
CCN(CC)CCN(C)C(=O)c1[nH]c(C(F)(F)F)nc1-c1ccccc1	-2	-0.1	.	-11	-2	3	-0.2	1
COCCn1c(SCC(=O)Nc2ccc(F)cc2F)nc2c(c1=O)SCC2	-3	0.0	.	-5	-15	-1	0.1	0
CC1=C(C#N)C(Nc2cccc(C)n2)(C(F)(F)F)C(=O)N1 (configuration not stated)	.	.	3	.	-7	13	.	-4
CN1c2ccc(-c3ccccc3F)cc2[C@H]2[C@H](CCN2C(=O)NC2CCCCC2)[C@H]1CO	-3	0.0	.	33	.	-19	-5.8	.
COc1cc(Cl)c(CN2CCC(CO)(CCOc3ccccc3)CC2)cc1OC	3	0.0	4	-4	-13	.	-1.1	5
CCOC(=O)Cc1csc(N/N=C\c2cccc(Br)c2)n1	3	0.0	-5	-19	-2	12	-4.2	-6
CCNC(=O)[C@@H]1[C@@H](CO)[C@@H]2Cn3c(ccc(-c4ccccc4)c3=O)[C@@H]2N1C(=O)C1CCC1	1	2.4	-6	-2	3	8	0.9	2

Part of the list above, with bars between the fields.
SMILES | ERAP1 inh | XiGFP reactiv | ARNT TACC3 PPI | RAD52 inh | esBAF inh | GSIS activator | F508del corr | RAD54 branch
C[C@@H]1CCCCO[C@H](CN(C)S(=O)(=O)c2cccs2)[C@@H](C)CN([C@@H](C)CO)C(=O)c2cc(NS(=O)(=O)c3ccc(Cl)cc3)ccc2O1 | 0 | 0.1 | 18 | -39 | -1 | -5 | 1.6 | 4
C[C@@H]1CCCCO[C@@H](CN(C)S(=O)(=O)c2cn(C)cn2)[C@@H](C)CN([C@@H](C)CO)C(=O)c2cc(NS(=O)(=O)c3cn(C)cn3)ccc2O1 | 3 | 0.0 | -7 | 15 | 3 | 21 | -1.5 | -12
CCOc1ccc(-n2c(N)c(C(=O)N3CCN(C)CC3)sc2=S)cc1 | 5 | 0.5 | 9 | -8 | -1 | 3 | -2.9 | .
